NPC1 prom act: activators of NPC1 promoter. Huh7 NPC1 promoter luciferase reporter, 24 h. Potency, µM (titrated, usually from 9.22 µM), for inactives: top-dose activation, usual class: activators. 320,000 compounds, 2.4% hits. AID 485313;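 note: potency is the fitted concentration of half-maximal effect; % of control where 0% means no effect; nearly all actives have a fitted effect of over 60% in size; reporter is driven by a mutant NPC1 promoter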
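Stable NPC1-promoter luciferase Huh7 line; cpd (DMSO) 24 h, 37 °C, 5% CO2; Amplite luciferase reagent 10 min RT; luminescence readout. qHTS format.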
Menin-MLL TR inh: displaces Texas Red mutant MLL peptide from human menin | O00255 | Menin + Texas Red MLL mutant peptide, fluorescence polarization | AID 1768 | Potency, µM (doses to about 61.6 µM), inactives show top-dose FP activity change, negative = inhibition, usual class: inhibitors | 270,000 compounds, 0.23% hits; active = well fitted inhibition curve with a large enough effect in the polarisation, with a control signal flat, not every such curve was filed as active; inconclusive = small, poorly fitted or top-dose-only effect, or effect the other way, or a change in a side signal; inactive = no such curve, though single readings can be large or run the other way; the % refers to the polarisation; note: potency is the fitted concentration of half-maximal effect; % of control where 0% means no effect; many of its hits are not listed in these tables
Target sequence (O00255 whole entry, looked up): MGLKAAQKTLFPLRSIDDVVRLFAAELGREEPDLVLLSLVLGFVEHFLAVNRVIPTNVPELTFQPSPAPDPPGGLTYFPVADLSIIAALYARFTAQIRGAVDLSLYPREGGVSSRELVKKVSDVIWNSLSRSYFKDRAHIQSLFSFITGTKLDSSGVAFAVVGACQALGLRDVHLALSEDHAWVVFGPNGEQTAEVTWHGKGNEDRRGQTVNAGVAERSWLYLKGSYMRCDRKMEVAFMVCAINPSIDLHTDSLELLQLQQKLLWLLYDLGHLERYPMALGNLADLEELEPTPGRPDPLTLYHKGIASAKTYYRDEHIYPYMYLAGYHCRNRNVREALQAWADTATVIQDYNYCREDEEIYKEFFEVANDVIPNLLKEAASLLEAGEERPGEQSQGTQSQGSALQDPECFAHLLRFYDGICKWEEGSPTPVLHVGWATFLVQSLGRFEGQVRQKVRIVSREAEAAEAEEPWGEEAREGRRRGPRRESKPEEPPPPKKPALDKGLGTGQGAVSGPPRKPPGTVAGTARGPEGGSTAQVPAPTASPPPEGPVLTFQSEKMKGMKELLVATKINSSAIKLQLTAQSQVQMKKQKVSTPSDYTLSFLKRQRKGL
PKM2 activator: PKM2 (human) enzyme activation | P14618 | purified PKM2, Kinase-Glo ATP luminescence, activation; response scale: 0% is enzyme alone, no compound | Potency, µM (top dose mostly 57.5 µM), for inactives: top-dose activation, actives largely listed as activators | 260,000 compounds, 0.34% hits; note: potency is the fitted concentration of half-maximal effect; % is set by controls: 0 for no effect and ±100 for the full control effect; nearly all actives have a fitted effect of over 55% in size
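Purified hPK-M2 (>95% pure) converted ADP (0.1 mM final) to ATP with 0.5 mM PEP in 50 mM imidazole pH7.2, KCl, MgCl2, Tween 20, BSA; 1 h at room temperature. ATP detected by Kinase-Glo luminescence.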
RORg inh: blocks mouse ROR gamma transcriptional activity | P51450 | Drosophila S2 Gal4-RORgamma UAS-luciferase reporter, 20 h | Potency, µM (highest dose often 53.6 µM), inactives show top-dose activity change, negative = inhibition, usual class: inhibitors | 310,000 compounds, 5.4% hits; note: potency is the fitted concentration of half-maximal effect; % is set by controls: 0 for no effect and ±100 for the full control effect; nearly all actives have a fitted effect of over 60% in size
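Drosophila Schneider cells stably carrying a metallothionein-driven Gal4 DBD–ROR gamma fusion and a UAS-Photinus luciferase reporter were exposed to compound for 1 hr, then induced with copper sulfate (700 uM final) for 20 hr at ambient temperature before luminescence reading.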
KCNH2 3.1 block: inhibitors of human KCNH2 3.1 potassium channel isoform. U2OS KCNH2 3.1, thallium flux FluxOr; hits give low values. activity change, % (tested at about 1.8 µM). 340,000 compounds, 0.95% hits. AID 720553;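 active = maximum activity change below -70%; inconclusive = maximum activity change from -70% to -50%; inactive = maximum activity change above -50%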;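 note: thallium influx rate constant from kinetic fluorescence after stimulation buffer; % is set by controls: 0 for no effect and ±100 for the full control effect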
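U2OS cells transduced with KCNH2 3.1 mutant virus (1.77 x 10^8 /mL, 4 h), plated overnight at 37 C, loaded 45 min with FluxOr dye plus Red40 quencher. Thallium flux rate constant from kinetic reads after stimulation buffer, normalised to controls.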
Rab9 prom act: Rab9 promoter activation; 320,000 compounds, 2.8% hits; Huh7 Rab9 promoter-luciferase reporter, luminescence, 24 h; Potency, µM (highest dose often 9.22 µM), inactives show top-dose activation, negative = inhibition, actives largely listed as activators; AID 485297; note: potency is the fitted concentration of half-maximal effect; % of control where 0% means no effect; nearly all actives have a fitted effect of over 60% in size
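Luciferase signal after 10 min detection reagent at ambient indicates Rab9 promoter upregulation; stably transfected Huh7 cells were treated 24 h with compound in DMSO at 37 °C, 5% CO2.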
ELG1 repair inh: inhibitors of ELG1-dependent DNA repair in HEK293T cells; HEK293T ELG1-luciferase reporter, luminescence, 16 h; DNA damage induced by 5-fluorouridine; Potency, µM (top dose mostly 46.1 µM), for inactives: at the top dose activity change, negative = inhibition, most hits filed as inhibitors; 330,000 compounds, 2.3% hits; note: potency is the fitted concentration of half-maximal effect; % is set by controls: 0 for no effect and ±100 for the full control effect; nearly all actives have a fitted effect of over 55% in size
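In this reporter screen, reduction of luminescence relative to DMSO vehicle indicated activity. Compounds and 5-fluorouridine were added together to 2,000 cells per well, incubated for 16 hr at 37 °C, then developed with ONE-Glo.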
VP16 counter: inhibits Gal4-VP16 luciferase reporter, ROR gamma counter-screen; 310,000 compounds, 3.5% hits; Potency, µM (titrated, usually from 53.6 µM), for inactives: at the top dose activity, negative = inhibition, usual class: inhibitors; Drosophila S2 Gal4-VP16 UAS-luciferase, luminescence, 20 h;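 note: Gal4-VP16 expression switched on by copper sulfate through the metallothionein promoter; potency is the fitted concentration of half-maximal effect; % is set by controls: 0 for no effect and ±100 for the full control effect; nearly all actives have a fitted effect of over 50% in size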
Mito fusion yeast: mitochondrial division inhibition or fusion activation. S. cerevisiae fusion-defective mutant growth rescue, CellTiterGlo 48 h. Potency, µM (series often up to 46.1 µM), inactives show at the highest dose growth rescue (activation), most hits filed as activators. 320,000 compounds, 0.23% hits;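 note: potency is the fitted concentration of half-maximal effect; % of control where 0% means no effect; nearly all actives have a fitted effect of over 45% in size; temperature-sensitive fusion mutants such as fzo1-1 at 37 °C on non-fermentable ethanol glycerol medium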
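Temperature-sensitive fusion-defective S. cerevisiae (e.g. fzo1-1, mgm1-5) were grown with compound in YPEG medium (3% ethanol, 3% glycerol) for 48 hours at 37C. Growth rescue was measured as viability by CellTiterGlo luminescence after 10 minutes at ambient.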
FLuc counter: inhibits or activates purified firefly luciferase, miR-21 counter-screen; purified FLuc, Km substrates, luminescence inhibition; P08659; Potency, µM (top dose mostly 57.5 µM), without a hit: at the top dose activity change, negative = inhibition, most hits filed as inhibitors; 360,000 compounds, 6.9% hits;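 note: potency is the fitted concentration of half-maximal effect; plate controls were vehicle for no effect and reference inhibitor for full effect; nearly all actives have a fitted effect of over 55% in size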
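Biochemical qHTS of compounds, final roughly 60 µM downward over six points, against 10 nM purified firefly luciferase using Km concentrations of substrates (10 uM D-luciferin, 10 uM ATP) in Tris acetate pH 7.5 buffer; luminescence output.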
MBNL1-CUG inh: blocks human MBNL1 binding to CUG repeat RNA | Q9NR56 | TR-FRET MBNL1-His/biotin-(CUG)12 binding, 665/545 ratio | Potency, µM (highest dose often 57.5 µM), for inactives: at the highest dose activity change, negative = inhibition, usual class: inhibitors | 280,000 compounds, 0.036% hits | AID 2675; active = well fitted inhibition curve with a large enough effect in the signal ratio, with a control signal flat, not every such curve was filed as active; inconclusive = small, poorly fitted or top-dose-only effect, or effect the other way, or a change in a side signal; inactive = no such curve, though single readings can be large or run the other way; the % refers to the signal ratio; note: potency is the fitted concentration of half-maximal effect; % is set by controls: 0 for no effect and ±100 for the full control effect
Target sequence (Q9NR56 whole entry, looked up): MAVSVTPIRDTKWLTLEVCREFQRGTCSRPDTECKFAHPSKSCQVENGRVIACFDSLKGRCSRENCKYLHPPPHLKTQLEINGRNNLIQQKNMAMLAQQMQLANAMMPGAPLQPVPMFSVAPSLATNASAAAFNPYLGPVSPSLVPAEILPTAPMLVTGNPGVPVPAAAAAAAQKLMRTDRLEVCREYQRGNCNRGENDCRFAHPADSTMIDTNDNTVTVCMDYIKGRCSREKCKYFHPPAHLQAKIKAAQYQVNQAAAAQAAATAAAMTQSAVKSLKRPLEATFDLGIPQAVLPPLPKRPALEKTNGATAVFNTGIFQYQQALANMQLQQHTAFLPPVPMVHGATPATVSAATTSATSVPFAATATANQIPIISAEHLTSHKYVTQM
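TR-FRET readout: Ex 340 nm, 665/545 nm emission ratio, normalized to buffer-only (basal) and MBNL1-(CUG)12 controls. Complex of MBNL1-His with Biotin-(CUG)12, compounds 92 nM–58 uM, incubated 60 min at room temperature.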
Numbers without * were called inactive; u = inconclusive; x = no result given; [ ] = remark or other dose. Unless noted, calls come from the whole dose curve; as a rule, active = well fitted curve in the direction sought with a large enough effect; inconclusive = small, poorly fitted or top-dose-only effect, or another doubt; inactive = no such curve, though single readings can be large; an effect the other way counts as inactive or inconclusive.

Each structure is followed by: Mito fusion yeast, Menin-MLL TR inh, FLuc counter, NPC1 prom act, KCNH2 3.1 block, VP16 counter, MBNL1-CUG inh, ELG1 repair inh, Rab9 prom act, RORg inh, PKM2 activator
CNC(=O)COC(=O)c1ccccc1C(=O)c1ccc(Cl)c([N+](=O)[O-])c1
    26%, -1%, -2%, -39%[inhibitor], -1, -27%, u, u, -25%, -36%, -4%
CC(NC(=O)c1cccc(N2CCCC2=O)c1)c1ccc2c(c1)OCCO2 (centres undefined)
    1%, -16%, 1%, 1%, -11, -8%, 0%, -4%, 12%, -12%, 5%
CSCCC(NS(=O)(=O)c1ccc(C)cc1)C(=O)NCC(C)(C)N1CCOCC1 (centres undefined)
    1%, x, -1%, 0%, 4, x, x, 21%, 2%, x, x
Cc1cccc(C(=O)N2CCCC(CCC(=O)N3CCN(c4ccccn4)CC3)C2)c1 (centres undefined)
    3%, x, -1%, 2%, 5, 2%, 20%, u, -8%, 19%, x
COc1cc2c(cc1OC)C(Cc1ccc(O)cc1)NCC2 (centres undefined)
    1%, 3%, -3%, -3%, 9, -4%, -27%, -9%, -11%, 2%, 14%
O=C(COn1nnc2ccc(Cl)cc21)NCc1ccccc1
    5%, 0%, -2%, 7%, 1, -4%, -1%, 12%, -1%, 7%, -2%
Cc1cc(C)c(C#N)c(N2CCN(Cc3ccccc3)CC2)n1
    10%, -5%, 5%, 2%, -11, 8%, -3%, -14%, -6%, 11%, -3%
CCNc1nc(NC(C)CC)nc(Oc2ccc(=O)[nH]n2)n1 (centres undefined)
    -4%, 1%, 0%, 1%, -2, -19%, 3%, u, 1%, 1%, 2%
O=C(CCC(=O)N1CCN(c2ccc(F)cc2)CC1)c1ccccc1
    16%, -14%, -1%, 1%, 9, u, -7%, 0%, -3%, 38%, 2%[0.46 µM]
CCOc1ccc(CN(C)C(=O)CNC(=O)c2ccc3ccccc3c2)cc1OC
    15%, -11%, 3%, -1%, 24, 17%, 13%, -3%, -3%, 26%, -4%
CC(NC(=O)c1cc2c(cc1Cl)N1CCCCCC1=NS2(=O)=O)c1ccc(S(N)(=O)=O)cc1 (centres undefined)
    -1%, x, 1%, 0%, -7, x, x, -5%, -1%, x, x
Cc1ccc(CNC(=O)CN(C(=O)C2(C)CC(=O)N=C3C=CC=CN32)c2ccccc2F)cc1 (centres undefined)
    -1%, -13%, 3%, -2%, 6, 4%, -1%, 5%, -3%, 0%, -3%
O=C(NCc1nnc(SCC(=O)N2CCCC2)o1)c1c(F)cccc1Cl
    0%, x, 0%, -1%, 28, 0%, -9%, 3%, -5%, 1%, 0%
CCCN(CC(=O)Nc1ccccc1OC)C(=O)CCC(=O)c1ccc(F)cc1
    -1%, x, 4%, 2%, 21, x, x, 24%, 1%, x, x
C[C@@H](NC(=O)c1ncn(Cc2ccccc2)c1C(=O)N[C@H](C)c1ccccc1)c1ccccc1
    14%, x, 0%, -1%, -3, x, x, 0%, -9%, x, x
COc1ccc(NC(=O)Nc2cccs2)cn1
    -3%, 7%, u, 5%, 11, 16%, -1%, u, 3%, -19%, x
COc1ccc(N2C(=O)CCC(C(=O)NCc3ccccn3)C2c2ccc(F)cc2)cc1 (centres undefined)
    -3%, 0%, -11%, -1%, 14, 6%, -8%, 12%, -3%, 14%, -2%
COc1ccccc1Cn1c(=S)[nH]c2cc(C(=O)NCC3CCCO3)ccc2c1=O (centres undefined)
    3%, -19%, 1%, -5%, 8, u, 18%, u, -7%, 13µM*, 5%
CCCCNS(=O)(=O)NC(=O)C1=C(N2CCCC2)COC1=O
    1%, x, 0%, -4%, x, x, x, u, 2%, x, x
CCNC(=S)NNC(=O)CCn1c2ccccc2c2ccccc21
    -9%, 22%, 1%, -2%, 0, u, 37%[activator], -28%, -5%, u, -1%
COC(=O)c1ccc(NC(=O)c2cccc(Cl)c2)o1
    7%, 4%, u, 0%, 10, u, -9%, 26%, -3%, 1%, 7%
O=C1C2CCCCN2C(=O)N1CCCCN1CCN(c2ccc(F)cc2)CC1 (centres undefined)
    3%, -18%, 0%, 3%, -8, -10%, 2%, 6%, -2%, 4%, -3%
CCCn1c(SCN2C(=O)c3ccccc3C2=O)nc2cc(Cl)ccc2c1=O
    -1%, 2%, 4%, -4%, -1, u, -12%, -7%, 1%, 10µM*, -1%
O=C(Oc1cccc(-n2cnnn2)c1)c1ccccc1
    -1%, 9%, -5%, 0%, 10, -7%, -5%, -8%, 12%, 6%, -1%
CCNC(=S)NCc1ccc2[nH]c(C)cc2c1
    -8%, 1%, 0%, -2%, 15, 10%, -20%, 11%, -7%, u, 1%
C=CC(=O)c1ccc(CCCCCC)cc1
    -62%[inhibitor], -20%, x, -4%[46.1 µM], x, -25%, x, x, -7%[46.1 µM], 1%, x
Cc1nonc1NC(=O)CSc1nnc(-c2ccoc2C)n1CC(C)C
    6%, 3%, 2%, -4%, 11, 1%, -1%, 8%, 1%, -13%, 19%
COc1cccc(-c2nn(C)c3sc(C(=O)NCc4ccc(C)o4)cc23)c1
    24%, u, 2%, 12%, -23, 20µM*, -6%, u, 7%, 8%, 2.5µM*
O=C1CN=C(Nc2cccc(C(F)(F)F)c2)N1C1CCCC1
    3%, -5%, 2%, 2%, -8, 2%, 1%, -3%, -1%[1.84 µM], -8%, 4%
CCCNc1nc(=S)n(-c2ccccc2)c(C)c1C(C)=O
    -2%, -4%, 1%, -1%, 9, -8%, 1%, 8%, 7%, -19%, 0%
Cc1ccc(NC(=O)O/N=C2\CCCCC2c2ccc([N+](=O)[O-])cc2[N+](=O)[O-])cc1 (centres undefined)
    0%, u, 0%, 0%, -19, -10%, u, u, 1%, 21%, 0%
O=C(O)c1ccc2[nH]c3c(c2c1)CSCC3
    -4%, 33%, -4%, 0%, -6, -3%, 1%, -1%, -1%, 27%, -3%
CC(C)(C)C(=O)Nc1nnc(SCc2cccc(F)c2)s1
    5%, -2%, 19µM*, u, 1, 8%, x, u, 2µM*, u, 2%
COc1ccc([C@H]2CC(=O)C=C(c3cccc(C(C)C)c3)C2)cc1OC
    u, x, 1%, -1%, x, x, x, u, -1%, x, x
CC1=Nc2ccccc2N=C(NC(=O)/C=C/C(=O)O)C1c1ccccc1 (centres undefined)
    -11%, x, u, -1%, -6, 2%, 10%, u, 6%, -12%, -10%
O=C(Cc1ccccc1)N1CCN(C(=O)c2ccc([N+](=O)[O-])cc2)CC1
    -2%, 5%, 0%, -3%, 4, -7%, u, 0%, -10%, 1%, -3%
c1cncc(CSc2ccc(-c3cccnc3)nn2)c1
    0%, 27%, -9%, 0%, -1, 17%, -1%, u, -2%, 20%, 14%
CCOc1ccc(CCNC(=O)COC(=O)COc2cc(C)cc(C)c2)cc1OCC
    -3%, x, -1%, -3%, -6, x, x, -4%, 1%, x, x
CCOC(=O)c1cccc(NC(=O)c2cnc3ccccc3n2)c1
    u, u, 17µM*, u, -3, u, u, 12%, 2µM*, u, -5%
COC(=O)c1sccc1S(=O)(=O)Nc1ccc(S(N)(=O)=O)cc1
    -2%, x, -2%, 1%, 1, 3%, -3%, 5%, -3%, -1%, 0%
N#Cc1cc2c(nc1SCC(=O)Nc1sc3c(c1C#N)CCC3)CCCC2
    -5%, 10%, 4%, u, 0, 14%, -2%, 23%, u, 15%, 4%
COc1ccc(CN2CCN(Cc3ccccc3)C(CCO)C2)cc1OC (centres undefined)
    -1%, -19%, 0%, -1%, x, 0%, -16%, -1%, -12%, -39%, -6%
Cc1cccc(NC(=O)CCSc2nc(C)cc(C)n2)c1
    -5%, 17%, -8%, -6%, 25, -1%, -11%, 1%, -3%, -16%, -2%
CCCCn1c(SCC(=O)Nc2cc(C(F)(F)F)cc(C(F)(F)F)c2)nnc1C(CC)N(C)C (centres undefined)
    -13%, u, 1%, -10%, -4, -23%, -2%, -28%, -13%, -2%, 1%

Screening data from PubChem BioAssay.

Not all compounds are listed; count on the stated rates, not on these rows.
